Assay outcomes deposited in PubChem by National Center for Advancing Translational Sciences (NCATS).
D1 agonist – agonists of human D1 dopamine receptor. P21728. HEK293 T-REx D1 cells, calcium flux, agonist mode. activation, % at 2 µM. 360,000 tested, 1% active; in the data active means activation above about 30%; further: 0% is about no effect
Target sequence (P21728 whole entry, looked up): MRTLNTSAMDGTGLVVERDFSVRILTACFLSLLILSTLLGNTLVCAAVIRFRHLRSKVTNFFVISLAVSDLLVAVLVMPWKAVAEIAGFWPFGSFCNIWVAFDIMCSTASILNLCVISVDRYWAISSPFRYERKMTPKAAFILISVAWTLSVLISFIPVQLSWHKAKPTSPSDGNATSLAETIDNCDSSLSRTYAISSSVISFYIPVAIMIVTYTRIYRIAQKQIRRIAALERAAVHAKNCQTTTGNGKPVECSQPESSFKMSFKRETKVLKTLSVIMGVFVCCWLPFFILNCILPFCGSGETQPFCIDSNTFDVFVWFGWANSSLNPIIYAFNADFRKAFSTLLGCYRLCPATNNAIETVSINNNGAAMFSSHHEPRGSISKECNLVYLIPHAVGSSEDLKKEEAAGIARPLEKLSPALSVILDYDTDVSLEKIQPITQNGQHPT
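Agonism was scored from calcium flux recorded over 180 s (1 read/s) after pintool compound addition, following a 10-cycle baseline. Cells were inducible force-coupled HEK293 TREx D1, plated overnight at 30 C and loaded with no-wash calcium dye.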
RXFP1 antagonist – blocks the human relaxin receptor RXFP1; HEK293-RXFP1, relaxin-stimulated cAMP HTRF, 30 min; active compounds read low; activity change, negative = inhibition, % at 57.5 µM; 350,000 tested, 0.59% active; AID 1259400;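 active means activity change of -60% or lower, but not beyond a set lower limit; inconclusive means change between -60% and -40%, or beyond the set limit; inactive means change above -40%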; further: on the % scale 0 is the no-effect control and ±100 the full control effect
TRHR enhancer – allosterically enhances the human TRH receptor. P34981. TRHR cells, fluo-8 calcium fluorescence, EC20 TRH enhancement. enhancement, % at 2 µM. 360,000 tested, 0.66% active. AID 493056; in the data active means enhancement above about 30%; further: 0% is about no effect
Target sequence (P34981 whole entry, looked up): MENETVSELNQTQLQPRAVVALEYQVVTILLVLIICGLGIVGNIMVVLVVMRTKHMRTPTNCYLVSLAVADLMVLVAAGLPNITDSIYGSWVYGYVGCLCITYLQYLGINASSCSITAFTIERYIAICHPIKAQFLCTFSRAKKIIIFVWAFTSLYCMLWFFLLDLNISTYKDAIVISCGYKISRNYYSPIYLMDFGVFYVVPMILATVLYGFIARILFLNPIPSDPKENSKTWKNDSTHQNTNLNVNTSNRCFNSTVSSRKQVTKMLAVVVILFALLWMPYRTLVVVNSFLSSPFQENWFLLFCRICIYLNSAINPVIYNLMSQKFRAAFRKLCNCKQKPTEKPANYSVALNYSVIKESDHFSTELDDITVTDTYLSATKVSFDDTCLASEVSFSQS
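TRHR-expressing cells loaded with fluo-8 calcium dye were read kinetically (ex 480/em 530) during compound addition, then stimulated with an EC20 of TRH (10 nM final). Enhancement of the Gq-mediated intracellular calcium response was scored.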
D1 PAM – enhances dopamine response at the human D1 receptor; P21728; HEK293 TREx D1 cells, calcium flux, dopamine EC20 potentiation; potentiation, % at 10 µM; 360,000 tested, 0.036% active; AID 504651; in the data active means potentiation above about 30%; further: 0% is about no effect
TRHR agonist – activates the human TRH receptor; P34981; TRHR cells, calcium flux fluo-8, FDSS agonist mode; activation, % at 2 µM; 360,000 tested, 0.18% active; in the data active means activation above about 30%; further: 0% is about no effect
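Fluo-8-loaded TRHR cells; 10 s baseline, compound added, kinetic Ca2+ fluorescence read 1/s, agonist mode.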
D1 antagonist – human D1 dopamine receptor antagonism; HEK293 TREx D1 cells, calcium flux, dopamine EC80; active compounds read low; 360,000 tested, 3.2% active; activity change, negative = inhibition, % at 10 µM; in the data active means activity change below about -30%; further: on the % scale 0 is the no-effect control and ±100 the full control effect
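Allosteric or orthosteric antagonism assessed as attenuation of the calcium response to EC80 dopamine, added 180 s after compound, in induced HEK293 Trex D1 cells loaded with no-wash calcium dye.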
RXFP1 agonist – activates the human relaxin receptor RXFP1; Q9HBX9; AID 2676; 370,000 tested, 0.3% active; Potency, µM (series often up to 57.5 µM), inactives show top-dose activation, hits mostly activators; HEK293T-RXFP1 cAMP TR-FRET, 30 min; response scale: percent of porcine relaxin response, buffer zero; further: potency means the concentration at half of the fitted maximal effect; on the % scale 0 is the no-effect control and ±100 the full control effect; nearly all actives have a fitted effect of over 60% in size; many of its hits are not listed in these tables
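HEK293 cells stably expressing RXFP1, treated 30 min at 37C with compounds plus PDE4 inhibitor Ro 20174; cAMP measured by HTRF TR-FRET. Normalized to buffer and 29 nM porcine relaxin; EC50 by Hill fit.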
D2 PAM – positive allosteric modulators of human D2 dopamine receptor; P14416; HEK293 T-REx D2, calcium flux, EC20 dopamine potentiation; potentiation, % at 10 µM; 340,000 tested, 0.34% active;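 active means potentiation over 3 SD above the plate norm, cut at about 30% in these data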; further: 0% is about no effect
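Primary screen. Calcium kinetics in induced HEK293 T-REx D2 cells: compound pre-addition 180 s, EC20 dopamine, 180 s more.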
Apoferritin bind – binds horse apoferritin like a general anesthetic; P02791; 350,000 tested, 0.074% active; Potency, µM (highest dose often 77.5 µM), inactives show at the highest dose activity change, negative = displacement, most hits filed as inhibitors; apoferritin/1-aminoanthracene competitive binding, fluorescence; further: potency means the concentration at half of the fitted maximal effect; on the % scale 0 is the no-effect control and ±100 the full control effect; nearly all actives have a fitted effect of over 20% in size
Target sequence (P02791 2-175 limits assumed): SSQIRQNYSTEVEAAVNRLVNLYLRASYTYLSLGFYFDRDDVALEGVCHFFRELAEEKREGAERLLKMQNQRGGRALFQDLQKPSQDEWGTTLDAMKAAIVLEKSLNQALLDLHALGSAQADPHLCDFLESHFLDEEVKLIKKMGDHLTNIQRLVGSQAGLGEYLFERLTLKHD
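10 uM apoferritin + 50% sat. 1-AMA, PBS; cpd 10 min RT; Ex380/Em535 endpoint; normalized to free probe vs complex; 4-param Hill fit; propofol titration as pos. ctrl.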
* marks the source's active call; other numbers are inactive results; ? = inconclusive; . = no result given; & = joins results of further samples; [ ] = remark or other dose. Unless noted, the call rests on the fitted dose curve; in most records, active means well fitted curve in the direction sought with a large enough effect; inconclusive means small, poorly fitted or top-dose-only effect, or another doubt; inactive means no such curve, though single readings can be large; an effect the other way counts as inactive or inconclusive. Only part of the results is shown. The share of hits here may be higher or lower than overall.

SMILES	D1 agonist	RXFP1 antagonist	TRHR enhancer	D1 PAM	TRHR agonist	D1 antagonist	RXFP1 agonist	D2 PAM	Apoferritin bind
Cc1ccc(S(=O)(=O)Cn2nnnc2C(c2ccc(F)cc2)N2CCC(C(N)=O)CC2)cc1 (centres undefined)	-0.9	-11.2	2.3	-1.5	0.4	-2.7	1.0%	-6.2	-0.7%
COc1ccccc1-c1nnc(SCC(=O)c2c(N)n(C3CC3)c(=O)[nH]c2=O)n1C	1.7	3.6	-7.8	-2.6	0.0	-16.8	1.3%	-14.9	.
COc1ccc(CNCc2ccccc2C(F)(F)F)cc1	3.0	-1.0	-1.8	-8.7	-0.1	24.6	0.5%	-3.6	5.9%
Cc1cc(N2CCCC2=O)ccc1S(=O)(=O)NCCOc1ccccc1	14.3	1.4	6.3	-3.5	-0.1	2.3	-2.6%	0.0	-4.6%
COc1ccc(NC(=O)CSc2nccn2Cc2ccco2)cc1	4.8	-6.1	-5.4	-6.4	-0.3	-2.5	-4.8%	-5.2	-6.9%
CCc1cccc(C)c1Nc1c(-c2ccc(N(C)C)cc2)nc2cnccn12	1.8	.	1.1	1.0	5.6	-7.4	?	19.8	-12.4%
Cc1c(Cl)cccc1NC(=O)Cc1cccs1	0.8	-1.0	25.5	-2.6	0.5	-13.3	-0.1%	-0.9	?
CN1CCN(C(=S)Nc2ccc(S(N)(=O)=O)cc2)CC1	1.8	-4.0	2.1	-4.2	0.5	-18.9	0.9%	0.0	-4.1%
C#CCOCCOCCOCCNc1nc(N2CCN(C(=O)[C@H]([C@@H](C)CC)n3cc([C@@H](N)CC(C)C)nn3)CC2)nc(N2CCN(C(=O)[C@H](Cc3cc4ccccc4[nH]3)n3cc([C@@H](N)C(C)CC)nn3)CC2)n1 (some centres undefined)	0.3	.	3.3	-1.6	-0.1	-0.4	0.0%	-2.6	-4.3%
COc1ccc(C(C[N+](=O)[O-])C2(c3ccc(OC)c(OC)c3)C(=O)c3ccccc3C2=O)cc1 (centres undefined)	3.5	.	-2.3	12.7	3.1	-1.5	1.7%	6.1	0.8%
COc1ccc(N2C3=[N+](CCCC3)CC2(C)O)cc1 (centres undefined)	1.5	23.1	-0.4	-2.4	1.2	1.3	2.4%	-8.9	5.9%
Cc1ccc(CN2CCNC(=O)C2CC(=O)N(Cc2c(C)nn(C)c2C)C2CC2)o1 (centres undefined)	1.1	-10.8	-11.1	4.5	-0.4	-3.2	0.3%	2.9	-8.6%
CCOc1ccc(NC(=O)c2ccc(NC(=S)NC3CC3)cc2)cc1	1.5	-17.2	1.6	-2.7	-1.1	-10.2	-3.4%	1.6	-2.9%
COc1cc(NC(=O)CN2C(=O)NC(c3ccccc3)(c3ccccc3)C2=O)c(C)cc1[N+](=O)[O-]	2.8	6.3	0.6	1.9	0.6	-1.2	-1.1%	-3.8	-18.5%
Cn1c2c(c(=O)n(C)c1=O)C(CC(=O)Nc1ccccc1)C(=O)N2 (centres undefined)	3.5	-4.9	-0.3	0.1	0.4	-10.4	1.9%	8.8	3.9%
Cc1ccc(-c2nc(CSCC(=O)N3CCN(C(=O)c4ccco4)CC3)c(C)o2)cc1	8.9	-11.6	-8.1	.	-0.6	-4.1	1.2%	3.1	-1.7%
CC1(C(=O)NC2CCCCC2)Cc2ccccc2C(=O)N1Cc1ccccc1Cl (centres undefined)	1.9	8.9	-5.3	1.8	1.0	0.8	5.0%	5.2	-9.2%
O=C1CC(c2ccc(Cl)cc2)N=C(NC(=O)c2ccccc2)N1 (centres undefined)	6.0	-13.0	-1.9	-6.0	0.4	2.7	-1.9%	1.6	6.9%
Cc1c(CC(=O)N2CCN(C(=O)C3COc4ccccc4O3)CC2)c(=O)oc2cc(O)c(Cl)cc12 (centres undefined)	2.6	8.8	-4.1	-3.8	0.1	-0.6	27.3%	-3.3	998.5%[activator]
Cc1ccc(NCc2cccn2-c2nnc(N3CCC(C(=O)NCCC(C)C)CC3)s2)cc1	1.4	-12.2	8.3	-5.7	0.4	-0.4	0.7%	5.1	-1.1%
COc1ccccc1CNc1nc(-c2ccco2)nn1S(=O)(=O)c1ccc(C)cc1	15.2	-3.8	21.1	-0.6	1.7	8.3	0.3%	-5.4	-12.6%
Cc1nn(C)c(Cl)c1CN1CCCC(CO)(Cc2cccc(Cl)c2)C1 (centres undefined)	10.5	-9.7	6.6	-4.5	-3.3	-33.5*	-2.4%	4.7	-15.8%
CC(C)NCC(O)COCc1ccc(Cl)cc1 (centres undefined)	1.4	23.9	2.6	-2.1	0.8	4.0	0.0%	-4.5	-12.9%
CCOC(=O)[C@H]1[C@H]2COc3ccc(Cl)cc3[C@@H]2N2C(=O)c3ccc(Cl)cc3NC(=O)[C@@]12C	6.3	.	-1.9	-2.5	0.4	4.9	0.0%	-8.8	.

4 entries from above, bar-delimited:
canonical_smiles | D1 agonist | RXFP1 antagonist | TRHR enhancer | D1 PAM | TRHR agonist | D1 antagonist | RXFP1 agonist | D2 PAM | Apoferritin bind
Cc1nn(C)c(Cl)c1CN1CCCC(CO)(Cc2cccc(Cl)c2)C1 (centres undefined) | 10.5 | -9.7 | 6.6 | -4.5 | -3.3 | -33.5* | -2.4% | 4.7 | -15.8%
Cc1c(Cl)cccc1NC(=O)Cc1cccs1 | 0.8 | -1.0 | 25.5 | -2.6 | 0.5 | -13.3 | -0.1% | -0.9 | ?
COc1ccc(NC(=O)CSc2nccn2Cc2ccco2)cc1 | 4.8 | -6.1 | -5.4 | -6.4 | -0.3 | -2.5 | -4.8% | -5.2 | -6.9%
O=C1CC(c2ccc(Cl)cc2)N=C(NC(=O)c2ccccc2)N1 (centres undefined) | 6.0 | -13.0 | -1.9 | -6.0 | 0.4 | 2.7 | -1.9% | 1.6 | 6.9%

(further entries)
SMILES	D1 agonist	RXFP1 antagonist	TRHR enhancer	D1 PAM	TRHR agonist	D1 antagonist	RXFP1 agonist	D2 PAM	Apoferritin bind
COC(=O)c1ccc(CSc2nc3c([nH]c4ccccc43)c(=O)n2-c2cccc(OC)c2)o1	0.8	.	3.7	-5.2	0.3	-61.7*	-0.6%	0.0	0.3%
COc1ccc(OC)c(S(=O)(=O)N2CCN(CC(O)COc3ccc(C#N)cc3)CC2)c1 (centres undefined)	3.8	-7.6	21.7	-7.5	0.9	-19.1	-3.9%	9.7	-3.9%
Cc1cc(=O)nc2c3ccccc3n(C(C)C(=O)Nc3cc(F)ccc3F)n12 (centres undefined)	2.2	1.1	2.4	0.1	0.8	2.0	0.0%	.	-4.4%
CCOC(=O)c1ccc(NC(=O)c2noc3c2CCCC3)cc1	10.4	-33.2	-8.5	-4.2	2.6	-3.3	-1.4%	6.8	-17.9%
COc1ccc(N(C)C(=O)c2oc(=O)c3ccccc3c2-c2ccc(C)cc2)c(OC)c1	6.1&0.8	-3.6	-10.4&-8.8	-8.2&2.6	-0.2&0.0	-5.1&-18.3	1.2%&1.6%	4.5&12.7	?
Cc1c(C(=O)OCC(=O)Nc2c(C)n(C)n(-c3ccccc3)c2=O)cccc1[N+](=O)[O-]	1.2	-3.3	-0.2	-9.5	0.0	-9.6	-1.7%	-1.2	-5.0%
Cc1ccc(C(c2c(C)n(C)n(-c3ccccc3)c2=O)c2c(C)n(C)n(-c3ccccc3)c2=O)s1	-2.9	0.5	-5.6	6.4	0.4	6.3	-0.1%	0.1	-10.0%
CCOC(=O)C(C(=O)OCC)N(C#N)c1nc(N(C)C)nc(N(C)C)n1	0.8	-6.8	1.7	-1.0	-0.1	-9.3	2.3%	1.6	-13.2%
CCNCc1ccccc1OCc1ccccc1	3.5	-4.5	0.0	-7.2	0.1	-8.3	2.6%	-10.0	-7.0%
Cc1cc(C)cc(N(CCC#N)C(=O)CSC2=Nc3ccccc3C3CC=NN23)c1 (centres undefined)	3.3	-16.0	33.6*	-1.3	0.5	11.0	0.6%	12.4	-2.8%
O=C(NNC1=NS(=O)(=O)c2ccccc21)c1cccc([N+](=O)[O-])c1	9.1	5.3	-15.3	-2.9	0.4	-5.1	-0.6%	-4.1	-5.0%
O=S(=O)(c1ccc(N2CCN(Cc3ccccc3)CC2)nc1)N1CCCC1	2.7	-8.4	-16.5	-4.4	0.5	3.7	0.4%	-10.2	.
CN(Cc1ccccc1)C(=O)CCS(=O)(=O)c1ccc2c(c1)oc(=O)n2C	4.2&0.2	29.8&0.6	-1.7&2.3	0.7&3.8	0.4&0.7	-1.5&4.7	0.2%&-3.4%	-4.7&4.9	-3.1%&-6.4%
CCOc1ccc(-c2cc(C(=O)NCc3ccccc3)c3c(-c4ccc(CC)cc4)[nH]nc3n2)cc1	0.6	.	-0.5	1.0	-0.1	2.1	1.7%	2.7	3.1%
CCOC(=O)c1cnc(SCC(=O)OCC(=O)N(CC)C2CCS(=O)(=O)C2)nc1N (centres undefined)	1.9	-18.4	-0.5	3.5	1.7	-4.6	1.6%	10.9	.
CCn1cc(C(=O)O)c(=O)c2cc(F)c(N/N=C/c3ccccc3)cc21	0.8	3.8	-5.2	-7.2	0.7	-9.4	1.8%	1.0	13.6%
O=C(COc1ccccc1Cl)NCCNC(=O)c1ccccn1	4.3	-4.4	-2.6	.	-0.3	12.0	2.3%	-0.9	-6.0%
CCOc1ccccc1C(=O)N1CCCCC1CCN1CCOCC1 (centres undefined)	2.4	4.2	-0.9	-1.1	0.3	7.8	0.6%	9.9	-1.4%
CC1(C)Cc2ccccc2C(c2cc3ccccc3oc2=O)=N1	0.2	-8.0	0.4	-2.8	0.3	0.7	0.7%	3.2	-5.3%
CCc1ccc(N2CC(C(=O)Nc3cccc(S(=O)(=O)N4CCCC4)c3)CC2=O)cc1 (centres undefined)	1.7	-20.3	3.3	-5.5	0.3	-1.8	0.2%	-7.3	.
Cc1ccc(CSCC(=O)NCCCN2CCOCC2)cc1	-1.0	-8.7	-2.8	-1.1	-0.8	-9.1	2.9%	-3.3	-6.9%
COc1ccc(NC(=O)NCc2c(-n3cccc3)sc3c2CCCC3)c(OC)c1	0.7	4.8	-1.2	4.7	-0.9	1.6	-2.2%	0.4	-14.5%
Cc1ccc(C(=O)O)cc1NC(=O)Nc1ccc2c(c1)OCO2	1.8	8.0	1.6	-1.9	-0.7	-1.0	-0.4%	-2.8	-0.9%
COc1ccc(-n2c(=O)cc(N3CCOCC3)[nH]c2=O)cc1	2.4	-10.3	-0.2	-2.2	-0.4	11.6	-1.8%	-0.7	-8.8%
O=S1(=O)CCC(SCc2nc3sccn3c2Br)C1 (centres undefined)	0.4	2.3	2.1	-3.3	0.5	-10.1	7.4%	-1.0	-17.4%
Cc1cc(F)ccc1NC(=O)CCc1ccc(S(=O)(=O)N2CCOCC2)cc1	9.0	-5.6	-2.2	.	-0.3	10.5	-0.1%	-0.3	.
